Screens (PubChem BioAssay)
TDP1 inh = qHTS Assay for Inhibitors of Tyrosyl-DNA Phosphodiesterase (TDP1). Tyrosyl-DNA phosphodiesterase 1 (Homo sapiens), Q9NUW8. recombinant TDP1, AlphaScreen DNA substrate cleavage. Potency, µM (series often up to 130 µM), without a hit: at the highest dose activity change, negative = inhibition, actives largely listed as inhibitors. 350,000 compounds, 0.28% hits. AID 485290, 2010; also: nearly all actives have a fitted effect of over 40% in size
Target sequence (Q9NUW8 whole entry, looked up): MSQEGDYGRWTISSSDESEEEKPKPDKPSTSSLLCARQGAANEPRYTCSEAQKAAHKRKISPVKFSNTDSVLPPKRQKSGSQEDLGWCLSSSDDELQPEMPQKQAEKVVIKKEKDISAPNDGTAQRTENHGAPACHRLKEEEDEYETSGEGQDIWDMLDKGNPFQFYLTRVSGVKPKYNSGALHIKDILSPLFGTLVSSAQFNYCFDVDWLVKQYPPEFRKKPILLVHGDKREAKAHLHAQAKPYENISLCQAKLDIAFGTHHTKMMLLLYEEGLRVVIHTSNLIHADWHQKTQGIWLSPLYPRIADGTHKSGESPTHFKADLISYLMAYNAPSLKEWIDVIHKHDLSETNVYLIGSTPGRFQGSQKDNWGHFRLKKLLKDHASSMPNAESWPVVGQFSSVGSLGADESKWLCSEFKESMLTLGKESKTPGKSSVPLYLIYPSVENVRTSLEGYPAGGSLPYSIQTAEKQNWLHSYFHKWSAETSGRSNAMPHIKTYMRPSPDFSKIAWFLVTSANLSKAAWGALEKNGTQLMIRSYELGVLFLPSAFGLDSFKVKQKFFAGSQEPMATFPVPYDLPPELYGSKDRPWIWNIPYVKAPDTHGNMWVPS
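Signal: AlphaScreen proximity between streptavidin donor and anti-FITC acceptor beads on intact substrate. Reaction: Tdp1 1 nM, substrate 15 nM final, 5 min RT after 15 min compound preincubation.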
N370S GC = qHTS Assay for Inhibitors and Activators of N370S glucocerebrosidase as a Potential Chaperone Treatment of Gaucher Disease | Lysosomal acid glucosylceramidase (Homo sapiens), P04062 | N370S GC spleen homogenate, 4MU-glucoside fluorescence | Potency, µM (top dose mostly 59.4 µM), inactives show top-dose activity change, negative = inhibition, hits mostly inhibitors | 330,000 compounds, 0.092% hits | AID 2101, 2009;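 also: 0% = full enzyme activity and -100% = no enzyme basal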
FEN1 inhibitor = qHTS Assay for the Inhibitors of Human Flap endonuclease 1 (FEN1). Recombinant FEN1 flap cleavage, fluorescence, 15 min. Potency, µM (series often up to 114 µM), for inactives: top-dose activity change, negative = inhibition, actives largely listed as inhibitors. 390,000 compounds, 0.35% hits; also: nearly all actives have a fitted effect of over 65% in size
Target sequence (P39748 whole entry, looked up): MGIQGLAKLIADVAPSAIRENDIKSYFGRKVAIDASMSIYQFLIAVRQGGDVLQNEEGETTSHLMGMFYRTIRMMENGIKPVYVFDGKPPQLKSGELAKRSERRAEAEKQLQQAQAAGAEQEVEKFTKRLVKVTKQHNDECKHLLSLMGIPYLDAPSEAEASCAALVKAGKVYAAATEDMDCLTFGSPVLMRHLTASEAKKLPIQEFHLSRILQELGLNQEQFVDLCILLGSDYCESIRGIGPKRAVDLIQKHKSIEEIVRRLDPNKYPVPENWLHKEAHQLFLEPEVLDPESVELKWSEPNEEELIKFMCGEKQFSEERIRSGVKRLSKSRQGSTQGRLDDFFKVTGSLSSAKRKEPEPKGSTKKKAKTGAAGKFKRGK
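FEN1 at 10 nM preincubated with compounds 15 min at room temperature, then flap DNA substrate added at 50 nM final. Signal read at 0 and 15 min; concentration-response fitted with four-parameter Hill equation.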
Active calls of the source: *; ? = inconclusive; . = no result given; & = joins results of further samples; [ ] = dose if it differs, or a comment. Calls follow the shape of the dose curve; as a rule, active = well fitted curve in the direction sought with a large enough effect; inconclusive = small, poorly fitted or top-dose-only effect, or another doubt; inactive = no such curve, though single readings can be large; an effect the other way counts as inactive or inconclusive. Unless noted, % is scaled to controls: 0 for no effect and ±100 for the full control effect; potency is read from the fitted curve at half-maximal effect.

FEN1 inhibitor	TDP1 inh	N370S GC	SMILES
-16%	.	0%	COc1ccc2c(c1)c(C)cc[n+]2Cc1ccccc1
-18%	5%	5%	O=C1c2ccccc2C(Nc2ccc3c(c2)OCCO3)N1Cc1ccco1 (stereo not given)
-11%	-7%	8%	CC(C)C(=O)NC(=S)Nc1ccc(S(=O)(=O)NC(C)(C)C)cc1
-8%	11%	4%	C=C(C)CNC(=S)N/N=C(\C)c1ccc(Cl)s1
0%	3%	.	CCC1(c2ccccc2)NC(=O)N(CC(=O)Nc2ccc(N3CCOCC3)cc2)C1=O (stereo not given)
-3%&-4%	1%&2%	-4%	COc1ccc(N2CCN(C(=O)CN(C)S(=O)(=O)c3cccs3)CC2)cc1
-4%	6%	7%	CN(C)/C=C1\C(=O)N(c2ccc([N+](=O)[O-])cc2)N=C1c1ccccc1
-1%	-4%	.	CN(C)C(=O)c1ccc(S(=O)(=O)NCc2ccccc2Cl)s1
12%	4%	-27%	COc1ccccc1/C=C1\SC(=O)N(CCC(=O)N(C)C2CCS(=O)(=O)C2)C1=O (stereo not given)
-4%	0%	-7%	CC(=O)Nc1cccc(/C(C)=N/NC(=S)NC(C)C)c1
.	11%	-7%	COc1ccccc1C(=O)NC(=S)Nc1ccccc1N1CCCC1
1%	.	-1%	Cc1ccccc1C(=O)NCC(c1ccco1)N1CCc2ccccc2C1 (stereo not given)
-19%	8%	.	Cc1cccc(CSCc2ccc(C(=O)NCCc3ccccc3)o2)c1
-2%	.	-4%	NC(=O)CN1C(=O)C(=O)N(Cc2ccccc2)C1=O
2%	6%	-5%	COCCSc1nnc(-c2cnccn2)o1
17%	3%	.	COc1ccc(-c2nn(Cc3ccccc3)cc2C(=O)N2CCN(c3ncccn3)CC2)cc1OC
0%	.	2%	Cc1noc(C)c1COc1ccccc1C(=O)NCc1ccccc1Cl
4%	.	0%	NC(=O)CSc1nnc(-c2ccccc2)c(-c2ccccc2)n1
-14%	-2%	.	CCCC(=O)Nc1ccc(C(=O)COC(=O)C2CC2C)cc1 (stereo not given)
2%	6%	5%	Cn1c(=O)[nH]c(=O)c2c1nc(N1CCCC1)n2CCCSc1nc2ccccc2o1
-20%&-1%	14%&6%	-1%&0%	COc1ccc(C(CC(=O)N2CCN(c3ccccc3)CC2)c2c(O)cc(OC)cc2OC)cc1 (stereo not given)
2%	-1%[12.3 µM]	.	COc1ccc(-c2cc(C(F)(F)F)n3nc(C(=O)Nc4cccc(C(F)(F)F)c4)c(Br)c3n2)cc1
-5%	5%	.	COc1cc(NC(=O)CSc2nc(-c3ccco3)cc(C(F)(F)F)n2)cc(OC)c1OC
0%	3%	.	COc1ccc(CCNc2ncnc3c2cnn3-c2ccc(C)c(Cl)c2)cc1

Molecules shown so far containing a thiophene ring, fused or not:
FEN1 inhibitor	TDP1 inh	N370S GC	SMILES
-8%	11%	4%	C=C(C)CNC(=S)N/N=C(\C)c1ccc(Cl)s1
-3%&-4%	1%&2%	-4%	COc1ccc(N2CCN(C(=O)CN(C)S(=O)(=O)c3cccs3)CC2)cc1
-1%	-4%	.	CN(C)C(=O)c1ccc(S(=O)(=O)NCc2ccccc2Cl)s1

Further records:
FEN1 inhibitor	TDP1 inh	N370S GC	SMILES
-2%	.	-12%	CC[C@@]12C(=O)N(c3cccc(C)c3)C(=O)N1[C@H](c1ccc(Br)cc1)[C@@H]1C(=O)N(C(C)(C)C)C(=O)[C@@H]12
-5%	3%	-4%	Cc1cccc(C(C)C)c1NC(=O)COC(=O)COc1ccc2c(C)cc(=O)oc2c1
-9%	.	?	COC(=O)C1=CN(Cc2ccc(C)cc2)C=C(C(=O)OC)C1c1cc(OC)c(OC)c(OC)c1
0%	-8%	-10%	CCn1c(-c2csc(C(C)C)c2)n[nH]c1=S
6%	10%	10%	CCOCCCN(C(=O)CCC(=O)Nc1cc(C)on1)C(C(=O)NC(C)(C)C)c1ccccc1Cl (stereo not given)
2%	7%	-4%	CCOc1ccc2nc(N3C(=O)/C(=C/c4ccc(Cl)cc4)NC3=S)sc2c1
-7%	4%	-1%	COc1cccc(/C=C/C(=O)OCC(=O)Nc2ccc(N3CCOCC3)cc2)c1OC
1%	-2%	.	COc1ccccc1-c1sc2cc3c(cc2c1-c1ccc2c(c1)OCO2)OCO3
0%	3%	3%	O=C(Nc1ccccc1OC(=O)c1ccc(Cl)cc1)c1ccc(Cl)cc1
-9%	-3%	18%	Cc1ccc(C(=O)CN(C(=O)c2ccc(Cl)c(Cl)c2)N2C(=O)C3C4C=CC(C4)C3C2=O)cc1 (stereo not given)
10%	4%	7%	N#Cc1c(C(F)(F)F)cc(-c2cccs2)nc1SCc1ccc(Cl)nc1
-19%	8%	9%	COc1cc(NC(=O)c2ccccc2)c(OC)cc1Cl
10%	6%	-5%	Cc1ccc(-c2nc(NC(=O)CSc3ncn[nH]3)ns2)cc1
3%	0%	0%	CC1CCCC(C)N1C(=O)c1ccc(S(=O)(=O)NCc2ccco2)cc1 (stereo not given)
-2%	-1%	-5%	Cc1cc(C(=O)c2cnc(/N=C/N(C)C)s2)c(F)cc1Cl
-12%	8%	5%	CCOC(=O)C1CCCN(C(=S)NC2CCCCC2)C1 (stereo not given)
15%	.	1%	CCOc1ccc(C(=O)N2CCN(c3ccccn3)CC2)cc1OCC
1%	.	-5%	Cc1c(NC(=O)C(C)OC(=O)Cc2ccc(F)cc2)c(=O)n(-c2ccccc2)n1C (stereo not given)
0%	.	-9%	CCn1c(=O)cc(N2CCN(Cc3ccccc3)CC2)[nH]c1=O
-17%	-3%	.	CCCOc1ccc(CC2C(=O)Nc3ccc(Br)cc32)cc1 (stereo not given)
-24%	0%	.	CCN1C(=O)c2ccccc2S(=O)c2ccc(C(=O)N3CCN(c4cccc(Cl)c4)CC3)cc21 (stereo not given)
-8%	.	-3%	O=C(NC1CC2CCC(C1)N2Cc1ccccc1)c1cccc(F)c1 (stereo not given)
-3%	4%	.	CCOC(=O)C1CCCN(C(=O)Cn2ncn3c(cc4sc(CC)cc43)c2=O)C1 (stereo not given)
5%	.	0%	CNC(=O)CSc1nc2ccccc2c(=O)n1CCc1ccccc1

Reprinted at random: 4 records from the list
FEN1 inhibitor	TDP1 inh	N370S GC	SMILES
3%	0%	0%	CC1CCCC(C)N1C(=O)c1ccc(S(=O)(=O)NCc2ccco2)cc1 (stereo not given)
10%	6%	-5%	Cc1ccc(-c2nc(NC(=O)CSc3ncn[nH]3)ns2)cc1
-17%	-3%	.	CCCOc1ccc(CC2C(=O)Nc3ccc(Br)cc32)cc1 (stereo not given)
5%	.	0%	CNC(=O)CSc1nc2ccccc2c(=O)n1CCc1ccccc1

Single records, from the list above. Order of screens: FEN1 inhibitor, TDP1 inh, N370S GC
CCCOc1ccc(CC2C(=O)Nc3ccc(Br)cc32)cc1 (stereo not given) as listed: -17%, -3%, .
CCOC(=O)C1CCCN(C(=O)Cn2ncn3c(cc4sc(CC)cc43)c2=O)C1 (stereo not given) as listed: -3%, 4%, .
CCOc1ccc(C(=O)N2CCN(c3ccccn3)CC2)cc1OCC as listed: 15%, ., 1%

(continued)
FEN1 inhibitor	TDP1 inh	N370S GC	SMILES
7%	3%	1%	O=C(C1CCN(c2nnc(-n3cccc3)s2)CC1)N1CCOCC1
-21%	2%	-12%	Cc1cc(OCc2cc(C(=O)NC(C)c3c(C)nn(C)c3C)no2)cc(C)c1Cl (stereo not given)
-11%	3%	-9%	COc1cc(/C=C/C(=O)OCC(=O)N2CCC(Cc3ccccc3)CC2)ccc1O
-5%	8%	-4%	COc1ccc(OC)c(N=CC2=C(O)CC(C)(C)CC2=O)c1
0%	13%	-10%	Cc1ccc(Nc2cc(C)c(O)c(C)c2)cc1
-5%	6%	4%	CSc1sc(C(=O)NNC(=O)c2ccc(Cl)cc2)c2c1C=CCC2
12%	4%	3%	Cc1sc2ncnc(OCC(=O)NCC3CCCO3)c2c1C (stereo not given)
-2%	.	7%	CC(C)(CC(=O)O)CC(=O)N1CCCN(c2nccc(C(F)(F)F)n2)CC1
-9%	0%	-7%	CCCn1c(C)cc(/C=C(\C#N)C(=O)O)c1C
.	6%	15%	CC1(C(=O)NC(=S)N(CCC#N)Cc2cccnc2)CC1(Cl)Cl (stereo not given)
10%	3%	-16%	Cc1sc2ncnc(N3CCC(C(=O)Nc4nc(-c5cccs5)cs4)CC3)c2c1C
-5%	1%	.	CCOCCCn1c(SCC(=O)Nc2ccc(C)cc2)nc2ccccc2c1=O
-3%	2%	3%	CSCCC(NS(=O)(=O)c1ccc(Br)cc1)C(=O)OCC(=O)NC1CC1 (stereo not given)
-4%	6%	-27%	CC1=Nc2ccc(C)cc2N(Cc2ccccc2)C(=O)C1
-18%	-5%	.	Cc1ccccc1CN1C(=O)c2ccccc2S(=O)c2ccc(C(=O)NCc3ccc4c(c3)OCO4)cc21 (stereo not given)
-17%	3%	.	CCOc1ccc(C(=O)N2CC(=O)Nc3ccc(C)cc3C2c2ccc(F)cc2)cc1OCC (stereo not given)
3%	-5%	4%	CCOC(=O)C1C(=O)C=C(Nc2ccccc2F)CC1c1ccccc1 (stereo not given)
25%	5%	3%	COc1ccccc1C(c1nnnn1CC1CCCO1)N1CCC(C(N)=O)CC1 (stereo not given)
7%	3%	.	CCOc1ccccc1CNC(=O)c1cnc2sc(N3CCC(C)CC3)nn2c1=O
-6%	3%	-9%	FC(F)Oc1ccc(NC(=S)Nn2cnnc2)cc1
2%	13%[56.1 µM]	?	Cc1ccc2c(c1)N(CC(=O)N(Cc1ccccn1)Cc1ccco1)C(=O)C(C(C)C)O2 (stereo not given)
.	5%	3%	CC(=O)c1ccc(N2CCN(CC(=O)Nc3ccc(N4CCOCC4)cc3)CC2)cc1
-2%	.	-13%	Cc1ccc(-c2nc(N)n(S(=O)(=O)c3ccc(C)cc3)n2)cc1
-4%	1%	10%	O=C(Cn1c2ccccc2c(=O)c2ccccc21)N/N=C/c1cc([N+](=O)[O-])ccc1N1CCCCC1
-1%	4%	-10%	COc1cc(NC(=O)C2CCCCC2)c(OC)cc1NC(=O)CN1CCCCC1
-8%	-2%	-2%	COc1ccc(CNC(=O)COC(=O)/C=C/c2ccc(Cl)cc2)cc1
-10%	6%	-14%	C=CCN(C(=O)c1ccccn1)C(C(=O)NCc1ccccc1)c1ccccc1F (stereo not given)
2%	-3%	.	O=C(CCn1c(=O)c2cccn2c2cccnc21)NCc1ccc(Cl)cc1
2%	4%	1%	Nc1ncnc(Oc2cccc(C(F)(F)F)c2)c1[N+](=O)[O-]
-6%	5%	-4%	O=C(c1ccc(CS(=O)(=O)c2c(Cl)cccc2Cl)o1)N1CCN(c2ccccn2)CC1
-1%	3%	-7%	CCOc1ccc(NC(=O)CCc2c(C)nn(-c3ccc(N4CCCCC4)nn3)c2C)cc1
0%	6%	7%	O=C(CSc1ccccn1)N1CCOCC1
-17%	5%	-11%	CC(C)c1ccc(NC(=O)c2sccc2-n2cccc2)cc1
.	3%	5%	CC(=O)[C@@H]1[C@@H]2C(=O)N(c3ccc(F)c(Cl)c3)C(=O)[C@@H]2C2c3ccccc3C=CN21 (stereo not given in full)
-4%	.	-9%	COc1ccccc1N1C(=O)CC(N2CCN(c3ccc([N+](=O)[O-])cc3)CC2)C1=O (stereo not given)
5%	.	-4%	CCCC(=O)Nc1nnc(S(=O)(=O)N2CCCC2)s1
-4%	9%	12%	Cc1cccn2cc(-c3cc4ccccc4oc3=O)nc12
-12%	0%	-4%	Cc1n[nH]c(C)c1CCNCc1ccc(OCC(O)CN2CCCCC2)cc1 (stereo not given)
-2%	0%	-5%	COc1ccc(Cl)cc1-n1c(C)cc(C=O)c1C
18%	0%	-6%	O=C(CN1CCCCC1)NNC(=O)c1ccc([N+](=O)[O-])cc1
0%	5%	1%	CC(C)C(=O)N1CCN(c2ccc(NC(=O)c3ccc(Br)o3)cc2)CC1
-1%	-1%	-12%	CCN(CC)CCOC(=O)c1ccc(NC(=O)COc2cc(=O)n(CC)c3ccccc23)cc1
-16%	8%	?	CCCCCCCNC(=O)c1ccc(N2CCC3(CC2)OCCO3)c([N+](=O)[O-])c1
-8%	0%	6%	CCOc1cc(CNC(C)C)c(Cl)cc1OCC(=O)NCCc1ccccc1
1%	2%	-18%	CC1CC(C)CN(C(=O)CNC(=O)c2ccc3ccccc3c2)C1 (stereo not given)
1%	.	-2%	Cc1c(NC(=O)CSCc2ccccc2)cccc1C(=O)O
-15%	.	-6%	CC(C)(C)N(Cc1ccccc1)C(=O)COC(=O)c1ccccc1SCC(=O)N1CCCC1
-8%	8%	10%	CC1=C(C)/C(=N\OC(=O)/C=C/c2ccccc2)C=CC1=O
-15%	3%	22%	Cc1cccc2cc(CN(Cc3cccnc3)C(=O)c3ccccc3F)c(Cl)nc12
